Screens from PubChem BioAssay.
POLI inh: inhibitors of human DNA polymerase iota. Q9UNA4. Pol iota fluorescent replication assay, 10 min. Potency, µM (titrated, usually from 115 µM), without a hit: at the highest dose activity, negative = inhibition, actives largely listed as inhibitors. 390,000 tested, 1% active
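Fluorescent replication assay read twice, at 0 min and 10 min after adding 50 nM (final) substrate. Enzyme (10 nM) and compounds were first incubated 15 min at room temperature; enzyme-free buffer wells were negative controls.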
G9a block: G9a (human) methyltransferase inhibition. Q96KQ7. G9a H3K9 monomethylation, AlphaScreen, 2 h. Potency, µM (series often up to 102 µM), inactives show at the top dose activity, negative = inhibition, actives largely listed as inhibitors. 350,000 tested, 8.8% active. AID 504332; also: % is scaled to controls: 0 for no effect and ±100 for the full control effect; nearly all actives have a fitted effect of over 75% in size
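AlphaScreen read-out: biotin-H3K9 peptide (500 nM) methylation by 20 nM enzyme with 20 uM SAM, 2 h at room temperature after 15 min compound preincubation; anti-monomethyl H3K9 antibody plus donor/acceptor beads, 10 min dark.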
BLM helicase inh: blocks DNA unwinding by human BLM helicase; P54132; recombinant BLM DNA unwinding, fluorescence dequenching; Potency, µM (titrated, usually from 56.1 µM), for inactives: at the highest dose activity change, negative = inhibition, usual class: inhibitors; 350,000 tested, 0.2% active;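 also: plate controls were vehicle for no effect and no enzyme for full effect; nearly all actives have a fitted effect of over 35% in size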
Pol kappa inh: blocks human DNA polymerase kappa activity; purified Pol kappa, fluorescent DNA synthesis assay, 10 min; AID 588579; 400,000 tested, 0.53% active; Q9UBT6; Potency, µM (doses to about 107 µM), inactives show at the top dose activity, negative = inhibition, actives largely listed as inhibitors; also: % is scaled to controls: 0 for no effect and ±100 for the full control effect
Target sequence (Q9UBT6 whole entry, looked up): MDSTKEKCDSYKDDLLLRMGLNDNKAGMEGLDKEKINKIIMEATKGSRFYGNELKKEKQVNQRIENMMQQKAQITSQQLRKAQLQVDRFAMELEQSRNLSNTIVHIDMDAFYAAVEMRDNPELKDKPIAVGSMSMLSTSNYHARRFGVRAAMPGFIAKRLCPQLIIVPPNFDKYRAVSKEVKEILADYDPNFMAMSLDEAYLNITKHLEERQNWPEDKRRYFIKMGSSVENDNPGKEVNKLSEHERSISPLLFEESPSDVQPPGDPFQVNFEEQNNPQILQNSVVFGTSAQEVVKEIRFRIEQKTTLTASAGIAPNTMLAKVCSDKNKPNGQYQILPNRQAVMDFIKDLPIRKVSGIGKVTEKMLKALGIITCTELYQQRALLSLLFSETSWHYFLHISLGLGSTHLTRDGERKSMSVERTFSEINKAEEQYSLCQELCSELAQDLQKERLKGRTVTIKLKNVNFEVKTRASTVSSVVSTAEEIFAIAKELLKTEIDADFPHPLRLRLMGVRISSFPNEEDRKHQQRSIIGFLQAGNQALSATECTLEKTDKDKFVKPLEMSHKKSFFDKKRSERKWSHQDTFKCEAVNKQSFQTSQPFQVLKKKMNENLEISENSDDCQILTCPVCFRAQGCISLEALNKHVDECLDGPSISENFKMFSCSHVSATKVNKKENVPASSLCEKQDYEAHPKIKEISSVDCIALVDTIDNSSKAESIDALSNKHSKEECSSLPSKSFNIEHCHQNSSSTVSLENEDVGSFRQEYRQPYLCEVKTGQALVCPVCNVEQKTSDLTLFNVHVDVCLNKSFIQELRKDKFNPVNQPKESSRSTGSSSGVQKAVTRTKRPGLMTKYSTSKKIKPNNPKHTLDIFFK
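Enzyme at 10 nM met test compounds for 15 min at room temperature. Substrate addition (50 nM final) began the reaction, which was monitored by fluorescence at 0 and 10 min.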
APEX1 inh: APE1 (human) endonuclease inhibition. 350,000 tested, 0.35% active. AID 2517. Potency, µM (highest dose often 65.8 µM), for the others: at the highest dose activity change, negative = inhibition, hits mostly inhibitors. P27695. recombinant APE1, TAMRA/BHQ-2 abasic DNA cleavage fluorescence;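 also: plate controls were vehicle for no effect and reference inhibitor for full effect; nearly all actives have a fitted effect of over 55% in size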
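Quantitative HTS: incision of a TAMRA/BHQ-2 double-stranded substrate bearing a tetrahydrofuran abasic site by 0.75 nM APE1 raises fluorescence. Substrate 50 nM final, added after 15 min compound preincubation at room temperature; progress as third-minus-first kinetic read difference.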
BAZ2B inh: BAZ2B (human) inhibition; Potency, µM (titrated, usually from 114 µM), inactives show at the highest dose activity change, negative = inhibition, usual class: inhibitors; AlphaScreen BAZ2B-H3K14Ac peptide displacement; Q9UIF8; AID 504333; 360,000 tested, 4.4% active; also: % is scaled to controls: 0 for no effect and ±100 for the full control effect; nearly all actives have a fitted effect of over 60% in size
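Complex of BAZ2B and biotin-H3K14Ac (50 nM apiece) forms over 30 min at RT, then faces library compounds up to 110 uM for another 30 min; AlphaScreen beads added, 20 min dark incubation, luminescence read.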
POLB inh: blocks human DNA polymerase beta activity; 340,000 tested, 1.3% active; Pol beta primer extension/strand displacement, fluorescence kinetic; Potency, µM (series often up to 114 µM), without a hit: at the top dose activity change, negative = inhibition, usual class: inhibitors; P06746; also: % is scaled to controls: 0 for no effect and ±100 for the full control effect
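Reaction started by 50 nM substrate onto compound-treated Pol beta (10 nM, 15 min preincubation, room temperature); plates read at 0 min and 10 min. Normalized concentration-effect data fitted by four-parameter Hill equation.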
Anesthetic bind: candidate novel general anesthetic via apoferritin binding. apoferritin/1-aminoanthracene competitive binding, fluorescence. Potency, µM (series often up to 77.5 µM), inactives show at the top dose activity change, negative = displacement, hits mostly inhibitors. 350,000 tested, 0.074% active; also: % is scaled to controls: 0 for no effect and ±100 for the full control effect; nearly all actives have a fitted effect of over 20% in size
Target sequence (P02791 2-175 limits assumed): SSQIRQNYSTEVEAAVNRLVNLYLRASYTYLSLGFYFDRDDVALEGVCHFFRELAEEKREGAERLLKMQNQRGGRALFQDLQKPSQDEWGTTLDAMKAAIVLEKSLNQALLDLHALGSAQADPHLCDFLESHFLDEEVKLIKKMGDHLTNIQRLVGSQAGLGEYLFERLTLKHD
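Probe: 1-aminoanthracene (50% saturated, PBS). Protein: horse-spleen apoferritin, 10 uM. Incubation: 10 min, room temperature. Detection: 380 nm excitation, 535 nm emission. Analysis: normalized response, four-parameter Hill.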
POLH inh: inhibitors of human DNA polymerase eta | recombinant Pol eta, fluorescent DNA replication assay | 390,000 tested, 1.2% active | Q9Y253 | Potency, µM (series often up to 114 µM), for the others: at the top dose activity change, negative = inhibition, most hits filed as inhibitors; also: % is scaled to controls: 0 for no effect and ±100 for the full control effect
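Pol eta at 10 nM preincubated with compounds 15 min at room temperature; reaction started with fluorescent substrate (50 nM final) and read kinetically at 0 and 10 min.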
An asterisk follows results filed as active; ? = inconclusive; . = not tested or not shown; & = joins results of further samples; [ ] = remark or other dose. Calls follow the shape of the dose curve; as a rule, active = well fitted curve in the direction sought with a large enough effect; inconclusive = small, poorly fitted or top-dose-only effect, or another doubt; inactive = no such curve, though single readings can be large; an effect the other way counts as inactive or inconclusive. Potency is read from the fitted curve at half-maximal effect. Some of the compounds tested; rates above refer to the full screens.

Under each structure: POLB inh	POLH inh	BAZ2B inh	Pol kappa inh	BLM helicase inh	APEX1 inh	POLI inh	G9a block	Anesthetic bind
Cc1cc2ccccc2n2c(SCC(=O)Nc3cccc(C(F)(F)F)c3)nnc12
    30%	.	0%	-6%	-6%	.	73%[activator]	-44%[59 µM]	38%[activator]
NC(=O)c1ccccc1NC(=O)c1ccccc1S(=O)(=O)c1ccccc1[N+](=O)[O-]
    17%	-13%	9%	-4%	0%	1%	9%	21%[59 µM]	-11%
O=C(Nc1ccccc1)OC1C2CCC1C(N1CCCCC1)CC2 (stereo unspecified)
    ?	4%	3%	-15%	2%	-5%	8%	-4%	-19%
O=C(NCc1ccco1)c1ccc(Cl)nc1
    -8%	?	-37%	-25%	-10%	?	-29%	?	4%
O=C(CCCn1c(=S)[nH]c2cc3c(cc2c1=O)OCO3)NCCc1ccccc1Cl
    33%	10%	-10%	-2%	-1%	27%	26%	60%[activator]	-16%
O=C(NCc1cccnc1)/C(=C\c1ccc(-c2ccc(Br)cc2)o1)S(=O)(=O)c1ccccc1
    -15%	14%	?	-4%	-11%	-1%	?	14µM*	-3%
Cc1ccc2c(c1)C(c1ccc([N+](=O)[O-])cc1)=NNC(c1ccc(Br)cc1)=N2
    20%	-19%	0%	-8%	2%	15%	-2%	11%[59 µM]	-11%
COc1ccccc1C(=O)NCCNc1nc2cc(C)cc(C)c2cc1C#N
    16%	-25%	57%[activator]	3%	2%	-5%	24%	.	34%[activator]
COc1cc(C)c(Cl)cc1S(=O)(=O)NCc1ccco1
    31%	-13%	-27%	-12%	-5%	-3%	10%	8%[12.7 µM]	-11%
CC(C)CCn1c(CN2CCN(c3cccc(Cl)c3)CC2)nc2c1c(=O)n(C)c(=O)n2C
    -18%	-29%	-31%	10%	-2%	-4%	6%	?	2%
O=C(CCNC(=O)c1ccccc1)NCC1CCCCC1
    0%	3%	-15%	5%	-6%	?	9%	-16%	-3%
CC(=O)c1ccc(OC(=O)CCNC(=O)c2ccccc2)cc1
    .	-13%	.	-20%	.	11%	?	.	.
CC1CN(C(=O)Nc2ccc3snnc3c2)c2ccccc21 (stereo unspecified)
    -7%	-18%	4%	-8%	-6%	-6%	42%[activator]	-5%[59 µM]	-17%
CCC1CCCCN1CCCNC(=O)Cn1nc(C)n2nc(-c3ccccc3)cc2c1=O (stereo unspecified)
    28%	-7%	-11%	2%	1%	24%	21%	17%	0%
COc1ccc(Cl)cc1Nc1nc(C)nc2c1oc1ccccc12
    51%	-10%	?	7%[60.1 µM]	-6%	-17%	?	-1%[0.501 µM]	-12%
Cc1nn2c(=O)cc(COC(=O)c3cccc(NC(=O)COc4ccc(C)c(C)c4)c3)nc2s1
    6%	-10%	-4%	0%[60.1 µM]	-4%	.	-11%	31%[59 µM]	?
CC(C)(C)c1cc(=O)[nH]c(SCc2ccccc2Cl)n1
    -1%	-18%	-14%	-11%	-4%	-5%	51%[activator]	9%	-17%
O=C(NC1CCCCCC1)c1c2c(nc3ccccc13)CCN(Cc1ccccc1)C2
    10%	-21%	-5%	-4%	-3%	6%	-9%	1.4µM*	6%
O=C(C1CCCO1)N1CCN(S(=O)(=O)c2ccc(F)cc2)CC1 (stereo unspecified)
    .	-4%	-7%	-9%	.	0%	8%	10%	.
CCOc1c2ccc(C(=O)NCc3cc(C(F)(F)F)cc(C(F)(F)F)c3)cc2nn1CCOC
    24%	-21%	12%[57.1 µM]	-9%	-10%	-3%	?	?	-18%
O=C(CCc1nc2ccccc2[nH]c1=O)OCc1ccc(S(=O)(=O)N2CCOCC2)cc1
    0%	0%	6%	-5%	4%	5%	11%	4%[12.7 µM]	-10%
COc1ccc(C(=O)NCC(=O)N2CC=C(c3ccccc3)CC2)cc1OC
    .	-1%	6%	-11%	.	0%	2%	4%[2.33 µM]	.
CCn1c(NCc2cccc(OC)c2OC)nc2ccccc21
    9%	-22%	-1%	-8%	2%	12%	-4%	-2%[59 µM]	-10%
O=C(NC1CC1)C1=C[C@H](C2CCCCC2)C[C@H](OCCCCO)O1
    12%	-8%	2%	-3%	-1%	1%	-13%	20%[59 µM]	-14%
CCCCNC(=O)c1cn(CC)c2ccc(S(=O)(=O)N3CCCC3)cc2c1=O
    0%	3%	-10%	-12%	1%	-7%	7%	.	-5%
CCOC(=O)N/N=C/c1cn(Cc2ccc(F)cc2)c2ccccc12
    6%	-12%	-18%	11%	-5%	7%	12%	5%	-7%
CCN1CCN(C(=O)/C=C/c2ccc([N+](=O)[O-])cc2)CC1
    3%	-17%	-1%	5%	6%	2%	1%	-36%[59 µM]	0%
O=C(O)COCC(=O)N1CCN(C(c2ccccc2)c2ccccc2)CC1
    3%	?	-5%	3%	-3%	-2%	109%[activator]	.	0%
COc1ccc(NC(=O)CN(c2ccccc2F)S(=O)(=O)c2ccc(C)cc2)cc1
    2%	7%	7%	2%	6%	-15%	-25%	.	45%[activator]
CCOC(=O)c1cc(-c2ccc(C)cc2)nc2nc(SC)[nH]c(=O)c12
    12%	-6%	4%	-19%	-7%	21%	19%	1%[59 µM]	3%
O=C1c2ccccc2C(O)(c2ccccc2)N1CCc1ccccc1 (stereo unspecified)
    16%	-22%	0%	1%	-6%	22%	7%	26%	-14%
Cc1cccc(N2CC(c3nc4ccc(C)cc4[nH]3)CC2=O)c1 (stereo unspecified)
    -1%	-10%	-2%	-15%	0%	.	38%[activator]	9%[59 µM]	-4%
CCOC(=O)C1(Cc2cccc(OC)c2)CCN(C(C)CC(C)(C)O)CC1 (stereo unspecified)
    10%	-19%	?	2%	-12%	26%	37%[activator]	.	-11%
CCOCCCNc1ncnc2c1[nH]c1ccccc12
    -1%	-17%	7%	-11%	-10%	-8%	?	4%[12.7 µM]	-3%
OCC1OC(O)C(O)C(O)C1O (stereo unspecified)
    .	.	.	-3%[60.1 µM]	-12%	.	.	29%[59 µM]	2%
N/C(=N\c1nc2c(c(=O)[nH]1)CCC2)Nc1cccc(Cl)c1
    16%	-25%	-16%	0%	-2%	1%	-2%	?	-2%
Cc1ccc(NS(=O)(=O)c2ccc3c(c2)NC(=O)C(C)C(=O)N3)c(Br)c1 (stereo unspecified)
    -2%	-13%	-5%	-8%	-1%	30%	8%	?	-12%
COc1ccc(C)cc1N(C(=O)COc1cccc(F)c1)c1nc2ccccc2s1
    -2%	-9%	-10%	2%	-18%	5%	22%	11%[59 µM]	16%
OCc1ccc(-c2nn(Cc3ccccc3)c3ccccc23)o1
    10%[57.1 µM]	-21%	40µM*	-16%[60.1 µM]	.	-20%&-3%&-5%	4%	21µM*	.
CC(C)N1CSC(=S)N(Cc2ccccc2)C1
    1%	1%	-10%	-17%	-9%	-1%	124%[activator]	32µM*	-4%
COc1ccc(-c2csc(NC(=O)c3cccs3)c2C(=O)O)cc1OC
    4%	-17%	-15%	-24%	-3%	0%	113%[activator]	?	0%
CN(C(=O)CSc1nnc(-c2ccccc2F)o1)c1ccccc1
    .	-7%	10%	-3%	.	19%	70%[activator]	?	.
CN(Cc1ccccc1)c1nc(N)c([N+](=O)[O-])c(NCc2ccccc2)n1
    -29%	-8%	?	-12%	-7%	-8%	6%	-13%[59 µM]	-5%
CCC1CCC(c2nnc(-c3ccc([N+](=O)[O-])cc3)o2)CC1 (stereo unspecified)
    13%	-1%	?	-4%	-7%	0%	10%	10µM*	?
CCC(=O)NCCNc1nc2cc(C)c(C)cc2cc1C#N
    7%	-3%	13%	-1%	0%	-6%	6%	16%[59 µM]	6%
CCn1c(-c2cccnc2)n[nH]c1=S
    25%	-9%	?	12%	-1%	6%	132%[activator]	27%[0.501 µM]	-6%
CCOc1cc(C2C(C(=O)OC)=C(C)NC3=C2C(=O)c2ccccc23)c(Br)cc1O (stereo unspecified)
    -17%	-23%	22µM*	-15%[60.1 µM]	1%	.	2%	16µM*	?
O=C(NCc1ccncc1)c1cncc(Br)c1
    0%	1%	4%	-17%	-3%	0%	5%	0%	-2%
O=C1CSC(c2cccnc2)N1c1ccc(F)cc1 (stereo unspecified)
    2%	-12%	8%	-9%	-5%	0%	13%	4%[59 µM]	-8%
CCOC(=O)c1ccc(NC(=O)CC2OCCN(CC)C2=O)cc1 (stereo unspecified)
    5%	0%	-16%	-5%	-3%	1%	8%	?	-11%
CSc1nc(SCC(N)=O)c2c3c(sc2n1)CN(C)CC3
    ?	?	-2%	-6%	74%[activator]	-8%	?	4%[59 µM]	-18%
CC(=O)c1ccc(OCc2cc(C(=O)NC3CCCCC3)no2)cc1
    15%	11%	9%	-5%	-8%	-2%	-6%	60%[activator]	-35%
CC1=C(C(=O)Nc2ccccn2)C(c2ccc(Cl)cc2Cl)NC(=S)N1 (stereo unspecified)
    0%	-10%	-13%	3%	-10%	5%	84%[activator]	?	-10%

In the list so far, these have an aryl thioether with sulfur outside any ring.
Under each structure: POLB inh	POLH inh	BAZ2B inh	Pol kappa inh	BLM helicase inh	APEX1 inh	POLI inh	G9a block	Anesthetic bind
Cc1cc2ccccc2n2c(SCC(=O)Nc3cccc(C(F)(F)F)c3)nnc12
    30%	.	0%	-6%	-6%	.	73%[activator]	-44%[59 µM]	38%[activator]
CC(C)(C)c1cc(=O)[nH]c(SCc2ccccc2Cl)n1
    -1%	-18%	-14%	-11%	-4%	-5%	51%[activator]	9%	-17%
CCOC(=O)c1cc(-c2ccc(C)cc2)nc2nc(SC)[nH]c(=O)c12
    12%	-6%	4%	-19%	-7%	21%	19%	1%[59 µM]	3%
CN(C(=O)CSc1nnc(-c2ccccc2F)o1)c1ccccc1
    .	-7%	10%	-3%	.	19%	70%[activator]	?	.
CSc1nc(SCC(N)=O)c2c3c(sc2n1)CN(C)CC3
    ?	?	-2%	-6%	74%[activator]	-8%	?	4%[59 µM]	-18%
